Screens as filed in PubChem BioAssay.
Pf Dd2 inh = blocks in vitro growth of P. falciparum Dd2 | 120,000 compounds, 4.3% hits | P. falciparum Dd2 growth, SYBR Green, 72 h | AID 1347417 | Potency, µM (highest dose often 28.9 µM), for the others: at the top dose activity, negative = inhibition, actives largely listed as inhibitors; active = well fitted inhibition curve with a large enough effect; inconclusive = small, poorly fitted or top-dose-only effect; inactive = no such curve, though single readings can be large or run the other way;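 note: plate controls were DMSO vehicle for no effect and reference drug for full effect; nearly all actives have a fitted effect of over 65% in size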
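Infected erythrocytes (Dd2, 0.3% parasitemia, 2.5% hematocrit final) are added to compound in RPMI-1640/Albumax II medium, grown 72 h at 37C in low oxygen, then lysed with saponin/Triton-X containing SYBR Green and read by fluorescence.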
The depositor's hits bear a star; i = inactive; ? = inconclusive; [ ] = another dose, or the depositor's remark. Potency is the fitted concentration of half-maximal effect.

smiles	Pf Dd2 inh
CC(C)NC(=O)[C@@H]1C[C@@H](NC(=O)c2ccon2)CN1Cc1cccnc1N	-9%
Cn1nccc1C(=O)N[C@@H]1CN(Cc2ccccc2)C[C@H]1CO	13µM*
c1cc(-c2noc([C@@H]3CCCN3Cc3ncc[nH]3)n2)cc(N2CCOCC2)n1	13%[44.1 µM]
COc1cc(CNc2ccc3[nH]c(=O)[nH]c3c2)cc(Cl)c1OCc1ccc(F)cc1	-26%
CC(c1ccc(-c2cc(N3CCN(C)CC3)nc(N)n2)cc1)N1CCOCC1 (configuration not stated)	-28%
Cc1cccc(OCC(=O)NC(C)C(=O)N2CCN(c3ccccn3)CC2)c1 (configuration not stated)	i
Cc1ccc(OCCC2CCN(C(=O)CCc3ccccc3)C2)cc1 (configuration not stated)	i
Cc1ccccc1CSCCNC(=O)CN(c1ccccc1)S(=O)(=O)N(C)C	8%
CC(C)(C)NC(=O)NCc1cc2n(n1)CCCN(C(=O)C1CCC1)C2	5%
Cn1ncc2c(NCc3ccccc3Cl)nc(NCCO)nc21	i
Cc1ccc(NC(=O)c2ccc3snnc3c2)cc1C	11%
Cn1nccc1-c1nccc2c(=O)cc(N3CCOCC3)oc12	?
CNC(=O)[C@@H](CC(C)C)N1CCC[C@H]1C(=O)NCc1ccncc1	-3%[44.1 µM]
CCCNC(=O)N1CCC(N(C)C2CCOCC2)CC1	21%
COc1ccc(C)cc1NC(=O)Cn1c(=O)n(Cc2nc(C)no2)c(=O)c2ccccc21	-21%

Next section, overlapping the part above by seven compounds.
smiles	Pf Dd2 inh
CC(C)(C)NC(=O)NCc1cc2n(n1)CCCN(C(=O)C1CCC1)C2	5%
Cn1ncc2c(NCc3ccccc3Cl)nc(NCCO)nc21	i
Cc1ccc(NC(=O)c2ccc3snnc3c2)cc1C	11%
Cn1nccc1-c1nccc2c(=O)cc(N3CCOCC3)oc12	?
CNC(=O)[C@@H](CC(C)C)N1CCC[C@H]1C(=O)NCc1ccncc1	-3%[44.1 µM]
CCCNC(=O)N1CCC(N(C)C2CCOCC2)CC1	21%
COc1ccc(C)cc1NC(=O)Cn1c(=O)n(Cc2nc(C)no2)c(=O)c2ccccc21	-21%
CCC1=C(C(=O)OC)C(c2cccc(OC)c2)N2C(CC(=O)N3CCC(C)CC3)=CSC2=N1 (configuration not stated)	?
COc1cccc(CNC(=O)c2c3c(nc4ccccc24)C(=O)N(C2CCCCC2)C3)c1	i
Clc1ccc(-c2noc3ncnc(NCCCN4CCN(c5ccccc5)CC4)c23)cc1	11µM*
CCOc1cccc(CNC(=O)c2noc(-c3ccc(C)cc3)n2)c1	i
N#Cc1ccc(C(=O)N2CCC(Cc3nc(-c4ccncc4)n[nH]3)C2)cc1 (configuration not stated)	?
O=C(c1csnn1)N1CCCC(CCc2c(F)cccc2F)C1 (configuration not stated)	-3%
CCn1ccc(C(=O)NCCc2noc(-c3cccnc3)n2)n1	40%[activator]
COc1cc(C2CC(=O)Nc3cc4c(cc32)OCO4)cc(OC)c1O (configuration not stated)	51%[activator]
CC1(C)C(=O)N(CC2CCOCC2)[C@H]2CN(Cc3ccccc3O)C[C@H]2[S+]1(=O)[O-]	?
CN1CCCn2nc(C(=O)N(C)Cc3nc4ccc(Cl)cc4[nH]3)cc2C1	-11%
Cn1nc(C(=O)N2CCN(c3ccccc3)CC2)c2c1-c1ccccc1SC2	27%
COc1ccc(-c2ccc3c(n2)CN(Cc2ccccc2C)C(=O)CO3)cc1OC	?
C=CCNC(=O)N1CC[C@H]2CC(=O)N(CCc3cccc(OC)c3OC)CC[C@H]2C1	-20%[44.1 µM]
CCOc1ccc(CCNC(=O)CCCn2nc(C)c3sc4ccccc4c3c2=O)cc1OCC	?
Cc1nc2cccnc2n1CC1CCCN(S(=O)(=O)c2ccc3c(c2)CCCC3)C1 (configuration not stated)	?

Following part.
smiles	Pf Dd2 inh
Cc1cc(Nc2cccc(C(F)(F)F)c2)nc2ccc(NC(=O)c3cccc(Cl)c3)cc12	?
O=C(c1ccc(Cl)s1)N1CCC(n2cc(-c3nc(-c4ccccc4)no3)nn2)CC1	-1%
CCC(NC(=O)c1ccc2nc(-c3ccc(F)cc3)cn2c1)c1ncc(C)[nH]1 (configuration not stated)	7.9µM*
COc1ccc(F)cc1S(=O)(=O)NC1CCc2nnc(C)n2CC1 (configuration not stated)	33%
O=C(NCc1ccccn1)C1(Oc2ccc(Cl)cc2)CCNCC1	-5%
CCOC(=O)c1ccc(-n2c(CCC(=O)O)ccc2-c2ccc(Br)cc2)cc1	25%
O=C(NCc1ccccc1)N1CCCC(Cc2nncn2-c2ccccc2)C1 (configuration not stated)	-8%
CCc1ccccc1NC(=O)C(C)n1c(=O)cc(C)c2c(C)nn(-c3ccccc3)c21 (configuration not stated)	i
COc1cc2c(cc1OC)C(C[C@H]1CN(C(=O)C(C)(C)C)CC[C@H]1CC(=O)O)=NCC2	-14%[44.1 µM]
COCc1cc(CC2(NCc3ccccc3O)COC2)no1	-1%[44.1 µM]
Cc1nn(CCC#N)c(C)c1[C@@H]1C=C[C@@H](NS(=O)(=O)c2cccs2)C1	-18%[44.1 µM]
CCOC(=O)c1ccc(Nc2nc3ccccc3nc2NS(=O)(=O)c2ccc(Cl)cc2)cc1	32%
C1CCC(COCCc2noc(C3CCCNC3)n2)C1 (configuration not stated)	?
CCOCCOC1CCN(C(=O)c2cc(-c3cccc(OC)c3)n[nH]2)CC1	?
O=C(CC1N=C2c3ccccc3N=C(SCc3ccccc3Cl)N2C1=O)NCc1cccs1 (configuration not stated)	i

(further entries)
SMILES	Pf Dd2 inh
O=C(Nc1nc(-c2ccc(Br)cc2)ns1)c1ccc(F)cc1	24%
O=C(NCc1ccc2c(c1)OCO2)c1ccc2c(c1)CC(=O)N2Cc1ccc(F)cc1	i
CCc1ccc(Cn2nc(C3CC3)nc2-c2cnn(C)c2)cc1	?
O=C(c1nc(-c2ccc(Cl)nc2)c2cnccn12)N1CCN(c2ncccn2)CC1	7%
COc1ccc(C(=O)CN2CCN(S(=O)(=O)c3ccc(F)cc3)CC2)cc1	i
COc1ccc(CN2C[C@@H](CO)[C@H](C3CCN(C(C)=O)CC3)C2)cc1C	i
Cc1noc(C)c1-c1cnc(Nc2ccc(CN3CCN(C)CC3)cc2)c2c1CCO2	5.6µM*
CNC(=O)c1cc(Nc2cccc(N(C)C)c2)cc2c1OCCN2Cc1cccnc1	-26%[44.1 µM]
Cc1c(NC(=O)c2ccc(Cl)cc2)cc(C(C)C)c(O)c1S(=O)(=O)c1ccc(Cl)cc1	i
Cc1cccc(-c2noc(CCC(=O)N3CCC(C)(c4noc(-c5ccncc5)n4)CC3)n2)c1	-54%
CCOc1ccc(NC(=O)c2cnn3c2NC(c2ccccc2)=CC3c2cccc(OC)c2OC)cc1 (configuration not stated)	2.5µM*
COc1ccc(CCN2CCC(CN(C)Cc3nc(C(C)C)cs3)CC2)cc1	?
CCCCN1CCc2nc(Nc3ccc(OC)cc3OC)ncc2C1	45%[activator]
COc1cccc(C(=O)Nc2nnc(S(=O)(=O)N3CCOCC3)s2)c1	-22%
O=C(Cc1cccs1)NCc1nnc2ccc(-c3ccccc3)nn12	i
CC(C)C(=O)N1c2nc(C(C)C)nn2C2(CCCCC2)[C@@H]2CCCC[C@@H]21	i
Cn1ccnc1CNCC1(COc2cnccn2)C[C@@H](O)[C@@H](O)C1 (some centres not stated)	15%
CCS(=O)(=O)N1CCC2(CC1)OC(=O)C(C)=C2C(=O)NCc1ccccc1C	21%
COc1ccc(C(=O)N[C@H]2C[C@@H](c3nc(-c4cncnc4)no3)N(C)C2)cc1	i
COc1ccc(-c2nc(Cn3c(SCc4cccc(Cl)c4)nc4ccncc43)c(C)o2)cc1	?
Cc1[nH]c2ccccc2c1C1(O)C(=O)N(Cc2ccccc2Cl)c2ccccc21 (configuration not stated)	-12%
CC1Cc2cc(S(=O)(=O)N(C)c3ccc(Br)cc3)ccc2N1C(=O)C1CC1 (configuration not stated)	-30%
Cc1cccc(NC(=O)CSc2nc(-c3ccccc3)cn2-c2ccccc2)c1C	?
Cc1nc([C@@H]2CN(Cc3ccccc3)C[C@H]2C(N)=O)n[nH]1	-2%
O=C(CSc1nc2c([nH]c3ccccc32)c(=O)n1-c1ccccc1)N1CCCCC1	4%

New compounds follow
SMILES	Pf Dd2 inh
Cc1ccccc1C(=O)N1CCC(n2cc(-c3nc(-c4ccccc4)no3)nn2)C1 (configuration not stated)	?
Cn1nccc1C(=O)NCC1CCCCC(=O)N1 (configuration not stated)	i
Cc1nc(CCNC(=O)CC2COc3ccc(C(=O)N(C)C)cc3N2C)no1 (configuration not stated)	-10%
OC1(CN2CCN(C(c3ccccc3)c3ccccc3)CC2)CNCCOC1 (configuration not stated)	6.3µM*
O=C(O)c1[nH]ncc1CN1CCc2[nH]nc(-c3ccc(-c4ccccc4)cc3)c2C1	10%
COCCn1c(CNC(=O)c2cc([N+](=O)[O-])ccc2Cl)nc2cccnc21	-21%
COc1cccc(N2C(=O)NC(=NC3CCCCC3)C23CCN([S+](=O)([O-])c2cccs2)CC3)c1	-15%
Cc1noc(-c2cn(C3CCN(C(=O)c4cccc(OC(F)(F)F)c4)CC3)nn2)n1	-9%
COc1cccc(C(=O)NC2CCN(c3cnn(CC4CC4)c(=O)c3)CC2)c1OC	-26%
Cc1ccc(-c2noc([C@@H]3C[C@@H](O)CN3Cc3ncc[nH]3)n2)cc1F	i
COc1cccc(NC(=O)c2c(-c3cnn(C)c3NCc3ccc(C#N)cc3)noc2C)c1	-4%
Cc1ccc(-c2nnc(SCc3cccc(C#N)c3)o2)cc1	-4%
O=C(Nc1ccc(F)c(Cl)c1)N1CCC2(CC1)Oc1ccccc1C(=O)N2Cc1ccccc1F	3%
CC1=C(C(=O)Nc2ccc(C)cc2Cl)C2(CCCCC2)OC1=O	i
Cc1ccc(NC(=O)Cn2cc(S(=O)(=O)N3CCN(c4ccccc4F)CC3)c3ccccc3c2=O)cc1F	?
COCCN1C(=O)Cc2ccccc2C1C(=O)NCC1CCCCC1 (configuration not stated)	-7%
O=C(c1ccncc1)N1CC(c2nc(CCc3ccccc3)no2)C1	-1%
Cc1noc(-c2nc(-c3cccc(C(F)(F)F)c3)no2)n1	-16%
Cc1ccc(N(CC(=O)NCC(C)c2ccccc2)S(=O)(=O)N(C)C)cc1 (configuration not stated)	25%
COc1cccc(-c2noc(COc3ccccc3Cl)n2)c1	33%[activator]
CN(C)c1ccc(CNC(=O)CCn2cccn2)cc1	4%
O=C1OC[C@@H]2CCN(Cc3cccc(Cl)c3)Cc3ccc(F)cc3N12	i
Cc1nc(N2CCC(NC(=O)c3cccc(F)c3)CC2)cc(C(F)(F)F)n1	i
CCCn1c2ccccc2c2cnn(CC(=O)N(Cc3ccccc3)C(C)C)c(=O)c21	i
COc1cccc(C2Cn3nnc(-c4nc(-c5cccc(C)c5)no4)c3CO2)c1 (configuration not stated)	?

4 of the compounds above, with each value named:
COCCn1c(CNC(=O)c2cc([N+](=O)[O-])ccc2Cl)nc2cccnc21
- Pf Dd2 inh: -21%
COc1cccc(N2C(=O)NC(=NC3CCCCC3)C23CCN([S+](=O)([O-])c2cccs2)CC3)c1
- Pf Dd2 inh: -15%
Cc1noc(-c2cn(C3CCN(C(=O)c4cccc(OC(F)(F)F)c4)CC3)nn2)n1
- Pf Dd2 inh: -9%
COc1cccc(C(=O)NC2CCN(c3cnn(CC4CC4)c(=O)c3)CC2)c1OC
- Pf Dd2 inh: -26%

The list goes on:
SMILES	Pf Dd2 inh
Cc1nn2c(=O)cc(COC(=O)c3ccc(NC(=O)c4cccc(Br)c4)cc3)nc2s1	i
COC1CCCN(C(=O)c2cc(-c3ccc(F)cc3)cc3ncn(C)c23)C1 (configuration not stated)	i
O=C(C1CCCC1)N1Cc2ccccc2CC2(CCCCN2CC2CCNCC2)C1 (configuration not stated)	5µM*
CC(=O)N1CCCN(c2ncnc3c2CN(C2CCNCC2)C(=O)CN3C)CC1	9%
NCCC1CN(Cc2cc3ccccc3s2)CCO1 (configuration not stated)	i
COc1cccc(CN2CCn3c(nnc3[C@@H]3C[C@@H](O)CN3Cc3cccnc3)C2)c1OC	-12%
O=C(CC1C(=O)N(c2ccc(F)cc2)C(=O)N1Cc1ccc2c(c1)OCO2)Nc1ccc(F)cc1 (configuration not stated)	49%[activator]
CCCCN(C)CCNC(=O)C1CCCN(S(=O)(=O)c2ccc3c(c2)oc(=O)n3C)C1 (configuration not stated)	?
CC(C)n1cc2cc(C(=O)NCc3ccccn3)sc2c1	i
CN(C)c1ccc(C(=O)N2CCC(Cc3noc(-c4ccccc4)n3)C2)cc1 (configuration not stated)	?
C#CCNC(=O)c1nc(-c2ccc([S+](C)(=O)[O-])cc2)c2cnccn12	i
COc1ccccc1C(=O)NCC1Cn2cccc2C(=O)N1C (configuration not stated)	-8%
O=C(Nc1ccc(Cl)cc1)N1CCN(c2ccc3nnc(-c4ccccc4)n3n2)CC1	?
O=C(CC1CCCN(c2cn[nH]c(=O)c2)C1)N1CCCCC1 (configuration not stated)	15%
Cc1ccc(CN2CCN(C(=O)CC3CCOCC3)CC2)cc1	36%[activator]
COc1cccc(OCc2nnc(C(=O)N3CCC[C@@H]3c3cccc(F)c3)n2-c2ccccc2)c1	i
O=C(NCCCN1CCN(c2ccc(F)cc2)CC1)Nc1ccccc1Cl	7.9µM*
COC(=O)c1cccc2nc([C@H]3CCN(Cc4ccccc4C)C3)oc12	-8%[44.1 µM]
O=C(Nc1cccc(C(F)(F)F)c1)OC[C@H]1C[C@@H]2CCN1C[C@@H]2c1cc(C2CCCC2)nc(-c2ccncc2)n1	2.5µM*
COC1C(=O)N(C2CCN(C(=O)CCc3c[nH]c4ccccc34)CC2)C12CCOCC2 (configuration not stated)	-11%

This is a subset (hit frequency here may not be typical).
